# Screening results: PubChem, several laboratories
# 14-3-3 Bad PPI: disrupts binding of bovine 14-3-3 zeta to phospho-Bad peptide; P63103; TR-FRET 14-3-3zeta/Dy647-pBad peptide displacement, 1 h; inhibition, % at 21.7 µM; 220,000 tested, 0.71% active;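 active = inhibition above about 70%, limit read from the data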;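 note: 0% = full 14-3-3 plus peptide FRET controls and 100% = background without 14-3-3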
# KLK5 inh: blocks human kallikrein 5 protease activity; AID 873; recombinant hK5, fluorogenic AMC substrate cleavage; inhibition, % at 5 µM; 210,000 tested, 0.59% active; Q9Y337;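 active = inhibition of 40% or more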;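 note: 0% = enzyme controls without compound and 100% = no-enzyme blanks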
# Cl transport mod: KCC2 (human) Cl- transport modulation; 190,000 tested, 2.2% active; KCC2 cells, thallium flux FluoZin-2 fluorescence; B-score of Tl+ flux slope (higher = more flux/activation; lower = inhibition) at 10 µM; AID 1456;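 active = thallium flux slope and its plate-corrected score both differing from the plate sample mean at a set confidence after two filtering rounds, in either direction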;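 note: slope of fluorescence scaled to starting intensity during 10 to 20 s after thallium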
# Rad51 HR inh: Rad51 (human) homologous recombination inhibition. hRad51 DNA strand exchange, fluorescence dequenching. inhibition, % at 10 µM. 200,000 tested, 0.085% active. AID 1385;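 active = inhibition above 40% at the single screening dose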;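 note: 0% = DMSO control wells and 100% = blanks with heterologous ssDNA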
#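 Test system – preformed human Rad51 ssDNA filaments · Reagent – Donor/quencher-labelled 47-bp dsDNA substrate · Incubation – 37 °C 15-min filament assembly, 30-min compound preincubation, 15-min exchange · Signal – FRET fluorescence dequenching, excitation 485 nm, emission 520 nm · Read-out – percent inhibition from fluorescence, normalised to plate control and blank means · Benchmarks – plate control and blank wells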
# thrombin 1536: blocks human thrombin protease activity. alpha-thrombin, Boc-VPR-AMC fluorogenic substrate cleavage. inhibition, % at 5 µM. 220,000 tested, 0.26% active. AID 1046;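 active = inhibition at or above 40%; inactive = inhibition below 40%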;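 note: 0% = enzyme with no compound and 100% = wells without enzyme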
#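 Material: human alpha-thrombin protein; Also added: Boc-VPR-AMC substrate, 15 µM final; Timing: enzyme reaction carried out at room temperature; Signal: fluorescence, ex 355 nm, em 460 nm; Measure: % inhibition of thrombin; Controls: enzyme without compound as high, wells lacking enzyme as low.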
# Furin inh: blocks human furin protease activity; P09958; purified furin, fluorogenic substrate cleavage; inhibition, % at 30 µM; 220,000 tested, 0.061% active; in the data active = inhibition above about 25%; note: inactives centre near -15
# Target sequence (P09958 108-714 limits assumed): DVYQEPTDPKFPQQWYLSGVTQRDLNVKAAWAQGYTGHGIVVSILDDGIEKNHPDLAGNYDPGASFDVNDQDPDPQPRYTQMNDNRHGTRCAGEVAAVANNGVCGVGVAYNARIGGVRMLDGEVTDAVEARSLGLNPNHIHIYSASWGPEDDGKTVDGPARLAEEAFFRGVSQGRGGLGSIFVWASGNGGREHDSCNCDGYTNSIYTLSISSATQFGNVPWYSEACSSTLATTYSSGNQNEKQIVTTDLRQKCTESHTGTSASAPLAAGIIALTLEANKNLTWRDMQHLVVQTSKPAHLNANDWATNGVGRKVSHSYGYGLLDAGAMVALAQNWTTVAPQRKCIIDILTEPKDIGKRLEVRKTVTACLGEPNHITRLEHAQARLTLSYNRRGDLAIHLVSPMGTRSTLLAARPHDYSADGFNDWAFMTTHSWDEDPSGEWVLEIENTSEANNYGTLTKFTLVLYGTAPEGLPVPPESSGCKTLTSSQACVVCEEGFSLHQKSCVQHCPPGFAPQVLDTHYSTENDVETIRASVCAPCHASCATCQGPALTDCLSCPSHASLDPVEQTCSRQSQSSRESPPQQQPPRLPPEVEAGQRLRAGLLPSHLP
# p47phox inh: inhibitors of human p47phox binding; P14598; p47phox/p22phox peptide binding, fluorescence polarization, 2 h; inhibition, % at 24.7 µM; 220,000 tested, 0.53% active;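 note: 0% = p47phox with labelled peptide and 100% = labelled peptide alone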
# Target sequence (P14598 whole entry, looked up): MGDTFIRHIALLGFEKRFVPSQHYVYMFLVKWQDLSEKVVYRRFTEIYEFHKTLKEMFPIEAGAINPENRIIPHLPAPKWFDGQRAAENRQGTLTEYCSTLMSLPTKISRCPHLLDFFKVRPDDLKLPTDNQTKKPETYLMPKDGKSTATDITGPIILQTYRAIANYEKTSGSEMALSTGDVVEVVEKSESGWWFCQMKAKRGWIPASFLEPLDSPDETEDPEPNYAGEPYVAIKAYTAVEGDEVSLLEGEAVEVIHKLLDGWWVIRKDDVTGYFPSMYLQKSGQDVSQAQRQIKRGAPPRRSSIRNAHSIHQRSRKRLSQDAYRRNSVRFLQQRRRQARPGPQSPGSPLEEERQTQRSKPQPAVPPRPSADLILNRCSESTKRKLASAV
# eIF4E-4G inh: eIF4E/eIF4G interaction inhibition in translation initiation. 220,000 tested, 0.37% active. TR-FRET eIF4E-eIF4GI(517-606) binding, 2 h. inhibition, % at 21.7 µM. P63073+Q04637. AID 782;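 note: 0% = full FRET control wells and 100% = background wells lacking eIF4GI fragment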
# EBV gp42 block: EBV gp42 inhibition; Q1HVG2; Fluorescence polarization binding assay, mP read-out; inhibition, % (tested at 21.74 µM); 220,000 tested, 0.42% active; AID 1085; in the data active = inhibition above about 50%
# * = called active by the depositor; / = not tested or not shown; [ ] = another dose, or the depositor's remark.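 Rule for the calls, unless noted: active = inhibition above about 30% (limit read from the data); inactive = the rest.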 The order is random; 4.7% or so of the library scored in one or more.
Compound	14-3-3 Bad PPI	KLK5 inh	Cl transport mod	Rad51 HR inh	thrombin 1536	Furin inh	p47phox inh	eIF4E-4G inh	EBV gp42 block
Cc1ccc(Cn2cc(/C=N/NC(=O)Cc3nnc(NC(=O)c4ccc(C)cc4)s3)c3ccccc32)cc1	19	10	0.067	-1	31	-5	2	9	-13
CCOC(=O)N1CCC(NC(=O)C2=C(C)C(=O)OC23CCC(C)CC3)CC1 (stereo unspecified)	-5[fluorescence artefact?]	-4	0.53	0	1	-14	-11	2	0
CN(C)c1ccc(/C=N\NC(=O)c2cccc3cc[nH]c23)cc1	-1	-1	-1	9	-4	-18	-38	3	-7
O=C(CSc1nc(-c2ccncc2)nn1CC(=O)N1CCCCC1)NC1CCCC1	-10	8	/	-7	0	-16	1	-2	-8
O=C(COc1ncnc2ccccc12)Nc1cccc([N+](=O)[O-])c1	4	8	/	-69	0	-7	-5	2	-12
C=CCSC1=N/C(=C\c2ccc(C(=O)O)cc2)C(=O)S1	-2	5	-1.1	-3	2	-16	-9	2	-14
CCc1c(SCCC(=O)O)nc2ccccc2c1C	1	2	3.4*	2	-9	-4	-3	-1	4
COCCn1c(N2CCN(c3ccc(OC)cc3)CC2)nc2c1c(=O)n(C)c(=O)n2C	-15[fluorescence artefact?]	-9	/	-7	-10	-10	-8	-9[fluorescence artefact?]	0
CS(=O)(=O)Nc1ccc(C(=O)NCC2CCCO2)cc1 (stereo unspecified)	4[fluorescence artefact?]	-7	0.2	10	3	-21[20 µM]	-11	-1[fluorescence artefact?]	-16
Cc1nn(C)cc1C1C2=C(CC(C)(C)CC2=O)N(c2ccccc2)C2=C1C(=O)CC(C)(C)C2	5	1	0.095	-10	-21	-16[20 µM]	-5	1	10
Cc1ccc(C)n1-c1ccc(C(=O)Nc2ccccc2F)cc1	-2	-5	-1.4	-2	-16	-19	-11	2	-4
Cc1cccc(NC(=O)Cn2cnc3c(cnn3-c3ccc(F)cc3)c2=O)c1C	13[fluorescence artefact?]	13	-3.2	6	8	-13	12	-3	0
CCC(=O)Nc1ccc(-c2cc3ccccc3oc2=O)cc1	0	-33	0.62	12	-16	-21	6	3	-17
CCCCC(=O)OCC(=O)c1ccc(OCC)cc1	-3[fluorescence artefact?]	0	/	1	-6	-20[20 µM]	9	3	-6
Cc1cc(C)c(NC(=S)N(CCCN2CCN(C)CC2)Cc2cccs2)c(C)c1	1	-6	-0.53	12	-1	-16	3	0	-5
Cc1ccc(S(=O)(=O)NCC(=O)N(CC(=O)NCC2CCCO2)CC2CCCO2)cc1 (stereo unspecified)	-4	-4	0.42	-2	/	-15	-3	-1	-21
CCCCOc1ccc(-c2cc(C(=O)NNC(=S)NCC)c3ccccc3n2)cc1	-58	-238	3.9	3	3	-23[20 µM]	-15	-2	9
COc1ccc(N2CCN(c3nc(NC(C)(C)C)nc(N4CCCCC4)n3)CC2)cc1	-10	-15	0.23	/	11	-19[20 µM]	-14	6	-5
C[C@@H](C(=O)NCCc1c[nH]c2ccccc12)[C@@H]1C[C@@]1(C)[C@@H](NC(=O)OCc1ccccc1)c1ccccc1	-6	-2	-0.087	0	2	-8	-13	4	-20
CC(C)OC(=O)Cn1nc(C(F)(F)F)c2c1CCCC2	-1	-4	0.11	5	-10	-26	2	-3	-4
O=C(Nc1cccc(S(=O)(=O)N2CCCCC2)c1)Nc1ccc(Cl)cc1Cl	-7	-25	-0.021	/	-4	-21	-40	9	-14
Cc1cccc(/C=N/N(CCO)C2=NS(=O)(=O)c3ccccc32)c1	10	2	0.45	-5	-14	7	-10	-2	7
O=C(O)C1C2C=CC(C2)C1C(=O)NC1CCS(=O)(=O)C1 (stereo unspecified)	-4	-6	0.15	6	1	-23	-20	-1	-8
CSc1ncc(-c2ccc(Cl)cc2)[nH]1	-1	1	-0.14	/	-2	-5	2	-2	-10
O=S(=O)(c1cc(Cl)ccc1Cl)N1CCCCC1	5	-17	-0.21	-4	0	10	-16	1	-10
Cc1ccc(S(=O)(=O)NC(=O)NC(C)Cc2ccccc2)cc1 (stereo unspecified)	3	-4	0.28	/	-2	-14	-4	-4	-2
C/C(=N\NC(=O)COc1ccccc1)c1cccs1	-13	0	0.59	/	1	-16	-17	-1	-10
O=C(NCc1ccco1)c1cc(S(=O)(=O)N2CCOCC2)c(Cl)cc1Cl	9	-23	-0.034	5	2	-19	-2	-5	-15
Cc1ccccc1-n1c(C)cc(/C=N/NC(=O)c2ccncc2)c1C	1[fluorescence artefact?]	-4	/	10	5	-15[20 µM]	-7	-7[fluorescence artefact?]	-14
C/C(N)=C(/C#N)C(=O)COC(=O)c1ccccc1Oc1ccccc1	0	-12	-0.3	1	2	-29	1	3	-1
CCOc1cc(C#N)c(NC(=O)CSc2nnnn2-c2ccc(OC)cc2)cc1OCC	8	2	-0.39	-39	-2	-28	-1	-1	-18
N#Cc1cc(-c2ccccc2)nnc1Oc1ccccc1	3	-5	/	8	4	-14[20 µM]	-6	-4	-16
CCn1c(CSc2n[nH]c(N)n2)nc2cc(C(=O)O)ccc21	-1	-1	-0.46	-28	-4	-11	-78	1	64*
COc1ccccc1N1CCN(CCCOc2ccc(F)cc2)CC1	43	-13	0.33	10	-1	-5[20 µM]	-10	-4[fluorescence artefact?]	-15
CN(CC(=O)N1CCCC1)S(=O)(=O)c1ccc(Cl)cc1	4	4	/	-1	3	-8[20 µM]	-11	0	1
CC(C)(C)C(=O)C(Cc1ccccc1)n1cncn1 (stereo unspecified)	8[fluorescence artefact?]	-10	-0.0031	4	-7	-21[20 µM]	-7	3	-18
CN(Cc1ccccc1)C(=O)Cn1nc(C(F)(F)F)c2c1CCC2	0	-22	1.8	-12	30	-15[20 µM]	0	-1	-12
S=C(NCC1CC1)N/N=C/c1ccccc1Cl	-6	-2	10*	2	-1	-14	-16	-1	-5
CCOC(=O)c1cc2sccc2n1CC(=O)c1ccc2c(c1)OCCO2	46[fluorescence artefact?]	1	-1.2	1	3	-27	1	3	-13
CC(=O)NC1C(=O)N(C)c2ccc(Br)cc21 (stereo unspecified)	1	45*	1.5	0	15	-24[20 µM]	-25	1	0
CCOC(=O)c1c(C)[nH]c(C)c1C(=O)COC(=O)c1cc(OC)cc(OC)c1	-3	3	-0.83	-43	5	-16	-5	0	-10
Cc1cc(C)nc(NC(=O)c2cc(Br)ccc2Cl)n1	1	3	0.67	0	-5	-7	3	2	3
Cc1cc(N2CCN(S(=O)(=O)c3ccc4c(c3)OCCO4)CC2)n2ncnc2n1	11	-15	/	3	-10	-24	-3	-3	-12
COC(=O)c1cc(NC(=O)Nc2ccccc2)ccc1Cl	-13[fluorescence artefact?]	-13	-0.5	-1	-7	-4	-16	12	21
CC(=O)n1cc([C@H]2C=C(C(=O)N3CCN(Cc4ccc5c(c4)OCO5)CC3)O[C@@H](OCc3ccc(CO)cc3)C2)c2ccccc21	-4	3	0.37	-1	-1	-24	-10	-3	-12
Cc1cccc(-n2c(SCC(N)=O)nnc2-c2ccccn2)c1C	1	4	0.66	0	-2	-9	-10	-2	-9
COc1ccccc1C1CN(c2ccccc2)N=C1c1cccs1 (stereo unspecified)	9	-91	0.36	8	-13	-37[20 µM]	-25	-1	-28
CCOc1ccc(-c2n[nH]c(=S)n2/N=C/c2cc3c(cc2[N+](=O)[O-])OCO3)cc1	-10[fluorescence artefact?]	-19	0.94	7	0	-2	11	-4	2
COc1ccc(OC)c(NC(=O)CN(Cc2ccc(Cl)cc2)S(C)(=O)=O)c1	-13	/	-2.6	8	2	-27	-7	0	2
Cc1cnc(NC(=O)CSc2nnc(-c3ccncc3)n2C2CCCCC2)s1	-8	-12	0.71	-4	-9	-17	-14	-8	-2
COc1ccc(CNc2nc(SC)n[nH]2)cc1OC	-5	0	-0.0041	-5	0	-27[20 µM]	6	5	-7
CCOC(=O)c1c2n(c3ccc(O)cc13)CCCCC2	8	-12	-0.55	/	-9	-22[20 µM]	-9	-2	-10
O=C(CON=C1c2ccccc2-c2ccccc21)NC12CC3CC(CC(C3)C1)C2	0	-14	0.019	2	-2	-13	-12	19	-16
CCOC(=O)c1c(O)c2ccccc2oc1=O	2	5	-0.74	19	-1	-18	1	-2	-3
O=C(c1cccnc1)N1N=C(C2CC2)CC1(O)C(F)(F)F (stereo unspecified)	4	-14	-0.42	16	-1	-19	-10	2	-11
O=C(CN(c1ccc(Cl)c(C(F)(F)F)c1)S(=O)(=O)c1ccccc1)N/N=C/c1cccc2c1OCCO2	3	2	1	/	-1	-14[20 µM]	-4	-5	16
O=C(CCC1N=C2c3ccccc3N=C(SCc3ccc(F)cc3)N2C1=O)NCc1ccco1 (stereo unspecified)	-6	-5	-0.35	1	-3	-9[20 µM]	-7	1	0
O=C(CCNS(=O)(=O)c1c(Cl)cccc1Cl)OCC(=O)c1ccccc1	-17[fluorescence artefact?]	-13	-0.79	2	-8	-20	-10	14[fluorescence artefact?]	-7
COc1ccc2c(c1)C1CC(C)(NC(=O)C1C(=O)c1ccccc1)O2 (stereo unspecified)	3	6	-0.84	-8	-7	0[20 µM]	-2	0	-5
CC(=O)N1N=C(c2cccnc2)OC1c1ccc(C(C)C)cc1 (stereo unspecified)	-7	15	-0.77	-11	-3	-11	3	1	-4

# Laid out differently: two of the compounds above
# Value order: 14-3-3 Bad PPI	KLK5 inh	Cl transport mod	Rad51 HR inh	thrombin 1536	Furin inh	p47phox inh	eIF4E-4G inh	EBV gp42 block
> CC(=O)N1N=C(c2cccnc2)OC1c1ccc(C(C)C)cc1 (stereo unspecified)
 : -7	15	-0.77	-11	-3	-11	3	1	-4
> Cc1ccc(Cn2cc(/C=N/NC(=O)Cc3nnc(NC(=O)c4ccc(C)cc4)s3)c3ccccc32)cc1
 : 19	10	0.067	-1	31	-5	2	9	-13

# Looked up by structure from above:
Compound	14-3-3 Bad PPI	KLK5 inh	Cl transport mod	Rad51 HR inh	thrombin 1536	Furin inh	p47phox inh	eIF4E-4G inh	EBV gp42 block
CC(=O)n1cc([C@H]2C=C(C(=O)N3CCN(Cc4ccc5c(c4)OCO5)CC3)O[C@@H](OCc3ccc(CO)cc3)C2)c2ccccc21	-4	3	0.37	-1	-1	-24	-10	-3	-12
CCOC(=O)c1c(C)[nH]c(C)c1C(=O)COC(=O)c1cc(OC)cc(OC)c1	-3	3	-0.83	-43	5	-16	-5	0	-10

# Next part.
Compound	14-3-3 Bad PPI	KLK5 inh	Cl transport mod	Rad51 HR inh	thrombin 1536	Furin inh	p47phox inh	eIF4E-4G inh	EBV gp42 block
Cc1[nH]n(-c2cccc([N+](=O)[O-])c2)c(=O)c1-c1ccccc1	-7	3	-0.081	1	-1	-30	-2	-1	3
Cc1onc(-c2ccccc2Cl)c1C(=O)Nc1ccc(Cl)cn1	-4	-4	-0.28	-21	-3	-9	3	2	-8
COC(=O)c1ccc(S(=O)(=O)c2ccccc2)c(N)c1	0	-156	-0.056	-1	-3	-93[20 µM]	-1	-3	4
COc1ccc(S(=O)(=O)CCC(=O)N2c3ccccc3CC2C)cc1 (stereo unspecified)	9	10	-2.5	11	-4	-10	11	4	-21
COc1ccc(OC)c(S(=O)(=O)N2CCC(C(=O)N3CCN(Cc4ccccc4)CC3)CC2)c1	38	5	/	2	0	-10[20 µM]	-4	5	-7
COc1ccc(-n2c(N)c(Br)c(=O)[nH]c2=O)cc1	-4	5	2	8	-2	-10[20 µM]	-5	-7	-11
Cn1c(CCNC(=O)c2ccc(Cl)cc2)n[nH]c1=S	-6[fluorescence artefact?]	-24	0.52	-5	-5	-13[20 µM]	-2	0	-18
